Bioassay records from PubChem.
TEAD-YAP inh: TEAD-YAP interaction inhibition; HEK-TIYL cells, TEAD-Gal4/YAP UAS-luciferase luminescence; inhibition, % at 9.12 µM; 640,000 tested, 1.4% active; in the data active = inhibition above about 32%;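 also: 0% = median of test compound wells and 100% = reference inhibitor wells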
FBW7 activator: human FBW7 E3 ligase activation, primary screen | AlphaScreen FBW7–phospho-cyclin E peptide binding, activator screen | normalized activity (activation), % at 26.1 µM | AID 1259310 | 650,000 tested, 0.13% active; in the data active = normalized activity above about 1.9%;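 also: purified mutant Fbw7 with reduced substrate affinity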
Target sequence (Q969H0 whole entry, looked up): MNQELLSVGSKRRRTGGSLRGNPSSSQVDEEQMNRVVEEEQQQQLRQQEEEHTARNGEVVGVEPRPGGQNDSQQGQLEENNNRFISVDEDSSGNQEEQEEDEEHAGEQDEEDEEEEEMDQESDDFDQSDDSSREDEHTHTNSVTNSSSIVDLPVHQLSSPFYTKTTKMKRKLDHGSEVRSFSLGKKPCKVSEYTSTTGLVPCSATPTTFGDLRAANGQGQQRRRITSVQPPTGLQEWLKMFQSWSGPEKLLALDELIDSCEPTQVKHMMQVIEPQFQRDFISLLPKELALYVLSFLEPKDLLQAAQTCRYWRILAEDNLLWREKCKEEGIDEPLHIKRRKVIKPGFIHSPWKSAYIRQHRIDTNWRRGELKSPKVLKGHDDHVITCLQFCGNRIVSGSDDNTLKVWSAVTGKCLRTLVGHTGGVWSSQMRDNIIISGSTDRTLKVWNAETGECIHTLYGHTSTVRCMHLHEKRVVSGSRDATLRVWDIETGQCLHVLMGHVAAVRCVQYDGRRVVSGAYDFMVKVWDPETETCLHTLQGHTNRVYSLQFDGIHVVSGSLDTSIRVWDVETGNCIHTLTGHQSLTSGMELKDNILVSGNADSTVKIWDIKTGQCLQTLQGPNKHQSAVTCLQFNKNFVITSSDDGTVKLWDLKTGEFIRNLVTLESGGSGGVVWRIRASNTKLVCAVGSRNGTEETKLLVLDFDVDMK
GPR151 ag: activates the human receptor GPR151 | Q8TDV0 | PathHunter beta-arrestin GPR151 cells, luminescence | activation, % at 11.2 µM | 650,000 tested, 1% active; in the data active = activation above about 4.9%;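 also: 0% = median of compound wells and 100% = cells with positive control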
MITF primary: inhibitors of human MITF; O75030; AlphaScreen MITF homodimerization, bead proximity signal; inhibition, % at 2.6 µM; 650,000 tested, 0.91% active; in the data active = inhibition above about 50%;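 also: 0% = vehicle wells with protein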
* = called active by the depositor.

SMILES	TEAD-YAP inh	FBW7 activator	GPR151 ag	MITF primary
CCOC(=O)N1CCC(N2CCC(c3[nH]ncc3Cc3ccccc3)CC2)CC1	2	0.3	-0.7	15
O=C(NNC(=O)C1(c2ccc(Cl)cc2)CCCC1)Nc1ccccc1	4	0.1	-1.6	9
NCCC(Cc1ccccc1)c1ccc2c(c1)OCO2 (stereo not drawn)	2	-0.1	-0.3	6
CCOC(=O)c1ccc(N2C(=O)c3ccccc3NC2c2ccc(OCC(C)C)cc2)cc1 (stereo not drawn)	-38	0.0	0.0	7
O=[N+]([O-])c1ccc(-c2noc(C3CCCCC3)n2)cc1	0	0.6	-2.1	16
CCOC(=O)CN1C(=O)C(O)(CC(=O)/C=C/c2ccco2)c2ccccc21 (stereo not drawn)	2	0.1	-0.1	9
CC(=O)N1CC=C2C(C#N)=C(N)C(C#N)(C#N)C(c3ccccc3C(F)(F)F)C2C1 (stereo not drawn)	12	-0.5	-1.0	6
Cc1ccccc1C(=O)/C=C1\NC(=O)CS1	6	-0.2	-0.2	-1
COc1cc(C2C(C(=O)OC3CCCC3)=C(C)NC3=C2C(=O)CCC3)ccc1OCc1ccccc1 (stereo not drawn)	1	0.6	-1.0	12
O=C(Cn1ncc2cccn2c1=O)N1CCOCC1	13	-0.1	2.0	0
CCCn1c(-c2ccc(Br)cc2)cn2c3c(=O)n(C)c(=O)n(C)c3nc12	14	0.5	-0.1	13
CCCC(C)c1nnc(NC(=O)c2c(OC)cccc2OC)s1 (stereo not drawn)	0	-0.2	2.1	1
Cc1ccc2oc(=O)c3cc(C(=O)Nc4cccnc4)sc3c2c1	-7	0.1	-0.2	10
c1ccc(CCNCc2cn[nH]c2-c2cccs2)cc1	0	0.2	-1.9	8
CC(NC(=O)c1cccc(I)c1)c1ccccc1 (stereo not drawn)	8	-0.1	1.6	11
CC(Oc1ccccc1)C(=O)NNC(=O)c1ccccn1 (stereo not drawn)	18	-0.5	-0.8	34
CC(C)Oc1ccc(C2CC(=O)N(c3ccccc3C(=O)O)C2=O)cc1 (stereo not drawn)	0	-0.2	1.8	5
O=C(N/N=C/c1cc(O)ccc1[N+](=O)[O-])c1cccnc1	2	-0.1	0.3	0
CNC(=O)c1ccccc1Nc1cc(Nc2ccccn2)ncc1C(F)(F)F	83*	-0.1	0.0	-8
O=C(NCCCO)/C(=C\c1ccco1)NC(=O)c1ccccc1Cl	-13	0.1	2.3	6
O=C(Cc1c(Cl)cccc1Cl)OC1CCOC1=O (stereo not drawn)	1	0.3	-0.8	7
Cc1c(NC(=O)c2ccc(F)cc2)cccc1[N+](=O)[O-]	-15	0.1	1.9	-4
CCOC(=O)C(C)Oc1ccc2c(=O)c(-c3ccccc3OC)coc2c1 (stereo not drawn)	10	0.0	-0.1	3
O=C(CSCc1ccc(Br)cc1)NCc1cccnc1	4	0.9	0.1	14
NC(=O)c1ccc(-c2nc(Nc3ccccc3)c3ncn(CCN4CCCC4=O)c3n2)cc1	2	-0.1	-2.2	-2
Cc1cnc(C(=O)N[C@@H](Cn2nc(-c3ccc(F)c(F)c3)ccc2=O)C(C)C)cn1	-2	0.1	-0.7	1
CN1C(=O)/C(=C\c2cccc([N+](=O)[O-])c2)OC1=S	-10	0.4	3.4	9
Cc1ccc(N2C(=O)CS(=O)(=O)C2c2cccc([N+](=O)[O-])c2)cc1C (stereo not drawn)	2	-0.1	1.9	10
c1ccc(CN2CCCN(Cc3ccccc3)C2c2ccncc2)cc1	16	-0.2	0.8	-3
CCOC(=O)c1[nH]c(C)c(C(=O)c2ccc(Cl)cc2)c1C	40*	-0.1	2.0	13
Cc1ccc2cc(CN(C(=O)c3cnccn3)C3CCCCC3)c(=O)[nH]c2c1	8	0.0	0.1	2
CCCNC(=O)c1cc(S(=O)(=O)N2CC(C)CC(C)C2)ccc1F (stereo not drawn)	-6	-0.1	-1.5	-1
COC(=O)C1(C)NC(c2ccccc2C)C2C(=O)N(c3ccc(F)cc3)C(=O)C21 (stereo not drawn)	3	0.9	-3.6	25
N#CCCn1ncc2ccccc21	-8	0.1	-1.2	23
CC(=O)c1cccc(N2C(=O)/C(=C3/C(=O)N(C(C)=O)c4ccccc43)SC2=S)c1	1	0.0	0.3	-4
CS(=O)(=O)c1ccc(-c2ccnc(Nc3ccc(Cl)c(F)c3)n2)cc1	16	-0.1	1.3	1
O=C(NCC(c1ccco1)N1CCCCC1)C12CC3CC(CC(C3)C1)C2 (stereo not drawn)	4	0.0	3.4	9
COc1ccccc1NC(=O)C1CCCN1S(=O)(=O)c1cccc2cccnc12 (stereo not drawn)	-13	0.3	-0.5	-14
COc1cc(Nc2nc(-c3c(C)noc3C)nc3c2ncn3CCN2CCCC2=O)cc(OC)c1OC	-6	0.6	1.2	4
CCOc1ccc(NC(=O)N2CCCCCCC2)cc1	-4	0.1	-1.5	13
COC(=O)c1ccc(N=C2SC(C(=O)Nc3ccc(OC)cc3)CC(=O)N2C)cc1 (stereo not drawn)	6	0.0	-0.7	-7
COc1ccc(NC(=O)O/N=C\c2ccc(N(C)C)cc2)cc1	-21	-0.2	0.1	-7
O=C(Nc1cccc(C(F)(F)F)c1)c1nn2c(C(F)(F)F)cc(-c3ccc(Cl)cc3)nc2c1Cl	8	0.0	0.6	6
COC(OC)c1cn(-c2ccccc2)nc1-c1ccccc1	-2	0.0	-0.6	4
Cc1c(C(=O)NC2CC2)oc2ccc(S(=O)(=O)N3CCCCCC3)cc12	8	0.0	-0.4	13
O=Cc1cc(Br)ccc1OCC(=O)NC1CCCc2ccccc21 (stereo not drawn)	3	-0.1	-1.4	13
O=C(/C=C/c1ccco1)NNC(=O)CCc1ccccc1	11	0.1	0.0	6
Cc1ccc(-c2nc3ncccc3o2)cc1NC(=O)c1cccc(Cl)c1	10	0.1	0.6	0
OCCCNc1cc(-c2ccccn2)nc(-c2ccccn2)n1	3	-0.8	4.1	115*
COc1ccccc1N1CCN(CC(=O)Nc2ccccc2)CC1	8	1.1	-0.4	-2
O=C1CCC(c2ccccc2)CN1 (stereo not drawn)	-5	-0.1	0.8	2
Cn1c(=O)c2c(ncn2CC(=O)NC2CCCCCC2)n(C)c1=O	-2	-0.4	-0.3	-3
COc1cc(OC)c(C(=O)OCC(=O)NC(N)=O)cc1OC	5	-0.1	-1.1	8
CSc1ccccc1NC(=O)CN(C1CCCCC1)S(C)(=O)=O	9	-0.1	0.8	0
CC1CCc2c(sc3ncn4c(=O)n(CC(=O)NC(C)C)nc4c23)C1 (stereo not drawn)	-2	0.0	0.1	-14
Cc1ccccc1Cc1c(C)nc2c(C(=O)NCc3ccc(Cl)cc3)cnn2c1C	3	-0.1	-0.3	-5
C/C(NCCN1CCOCC1)=C(\C#N)C(N)=O	6	0.0	0.3	-7
CC1CC(=O)N(c2ccc(NC3CCCc4ccccc43)c([N+](=O)[O-])c2)C1=O (stereo not drawn)	2	-0.4	-0.6	6
O=C(NCC1Cc2cccc(-c3cccnc3)c2O1)c1cc(-c2ccccc2)n[nH]1 (stereo not drawn)	1	-0.1	-0.8	10
COc1ccccc1-n1cc(CNc2nc(C)c(-c3ccn(CC4CC4)n3)s2)cn1	-7	-0.3	2.1	-8
The results go on:
SMILES	TEAD-YAP inh	FBW7 activator	GPR151 ag	MITF primary
COc1ccc(C(=O)COC(=O)CCC(=O)Nc2ccccc2OC)cc1	-1	0.1	1.0	-9
O=C(/C=C/c1cccc([N+](=O)[O-])c1)Nc1cc(Cl)ccc1C(=O)O	5	-0.1	0.4	5
CC(C)(C)NCC(=O)Nc1c2c(nc3c1CCC3)CCCC2	5	-0.1	0.1	75*
COc1cc2nc(C3CC3)n(NC(=O)c3ccc(Cl)cc3)c(=O)c2cc1OC	13	0.3	0.3	8
O=C1CCSc2c1cccc2C(=O)Nc1ccc(F)cc1F	5	0.0	-0.6	10
COc1cccc(CNC(=O)CCC2CCCN(C(=O)Cc3nonc3C)C2)c1 (stereo not drawn)	-4	0.0	1.3	-6
O=C1c2cccnc2C(=O)N1Cc1ccccc1	-3	-0.6	-0.2	-4
C=CCN1C(=O)/C(=C\c2ccccc2F)S/C1=N\c1nnc(C)s1	6	0.0	-0.4	-4
Cc1cc(C)c2c(n1)nn1c(C)c(CCC(=O)NCc3ccc(Cl)cc3)c(C)nc21	-4	-0.2	-0.4	-2
CSc1ncccc1C(=O)Nc1ccccc1C	-2	0.3	2.3	-1
COC(=O)C(O)(CC(=O)Nc1ccc(Cl)cc1Cl)C(F)(F)F (stereo not drawn)	-14	-0.1	-0.5	-11
O=C(Cc1ccccc1)NN1C(=O)/C(=C/c2ccc([N+](=O)[O-])cc2)SC1=S	9	-0.2	-2.5	8
O=C(NNC(=O)c1nn(-c2ccc(Cl)cc2)cc1O)c1ccc(Cl)nc1	-4	-1.0	2.3	14
COc1ccc(C(=O)NNC(=O)CSc2nc(C(C)C)nc3ccccc23)cc1	6	0.0	-0.8	-4
CCCOc1ccc(C2C(=O)N(C3CCCCCC3)CC(=O)N2Cc2ccc(OC)cc2)cc1OC (stereo not drawn)	-16	0.0	-0.1	6
CCOC(=O)c1ccc(NC(=O)c2cc(Cl)ccc2Cl)cc1	-9	0.1	-1.3	11
C/C(=N\Nc1nc(C)cc(C)n1)c1ccccc1	-2	0.0	0.3	21
Cc1cccc(C(=O)Oc2ccc(OC(=O)c3cccc(C)c3)cc2)c1	0	-0.1	0.3	7
O=C(NC1CC1)c1ccnc(Nc2ccc(N3CCOCC3)cc2)c1	10	0.0	-1.6	-13
Cc1ccc(NC(=O)N2CCC(CN3CCCCCC3)CC2)cc1	-2	-0.2	-3.0	7
O=C(Nc1ccc2sc(NC(=O)c3ccc([N+](=O)[O-])o3)nc2n1)c1ccc([N+](=O)[O-])o1	24	-0.2	3.0	6
CC1CC(C)CN(C(=O)c2cnc3scc(C(C)(C)C)n3c2=O)C1 (stereo not drawn)	-6	0.1	0.9	3
CC1=C(Cl)C(=O)C(C(C)C)=C/C1=N\S(=O)(=O)c1cccc([N+](=O)[O-])c1	11	0.2	4.4	16
O=C(c1ccco1)C1CCN(C(=O)c2ccc(OC3CSC3)cc2)CC1	-20	0.1	-1.1	-23
S=C(Nc1ccc(Cl)cc1)N(Cc1ccccn1)Cc1ccccc1Cl	13	-0.1	0.0	-2
C=CCNC(=O)C1=CC(c2ccc(F)cc2)=NS(=O)(=O)N1C	2	0.0	-0.5	4
COc1ccc(NC(=O)CSc2nc(C)cc(C(F)(F)F)n2)c([N+](=O)[O-])c1	-2	-0.1	-1.4	-1
COc1ccccc1NS(=O)(=O)c1cccs1	-3	0.5	0.2	7
Cc1ccc(NC(=O)Cn2cnc3sc(C(=O)O)c(C)c3c2=O)cc1Cl	2	-0.1	3.2	13
Cc1nn(C2CCCCC2)c(N)c1-c1ccccc1	-29	0.1	0.0	4
COc1ccc(NC(=O)CN2C(=O)C3CCCN3C(=O)c3ccccc32)cc1 (stereo not drawn)	19	-0.1	1.7	3
CN(C)CCCNS(=O)(=O)c1ccc(N2CCN(c3ccccn3)CC2)c([N+](=O)[O-])c1	8	-0.1	-0.4	6
Cc1nc(NC(=O)c2sc3ccccc3c2Cl)sc1C(=O)N(C)C	-28	0.0	1.7	13
COc1ccc(C2CC(=O)n3c(nc4ccccc43)N2)cc1 (stereo not drawn)	-1	-0.1	0.1	4
Cc1cc(C=C2C(=O)NC(=O)NC2=O)c(C)n1-c1cccc(C(F)(F)F)c1	6	0.0	1.6	11
Cc1n[nH]c(C)c1-c1cc(F)cc(-c2ccnc(Nc3ccc(-n4cnc(N5CCOCC5)n4)cc3)n2)c1	-9	0.4	0.4	16
O=C(CCc1nnc(Cc2c[nH]c3ccccc23)o1)NCCC1=CCCCC1	0	-0.1	3.3	-6
C[C@@H]1CN(Cc2ccc3c(c2)CN(Cc2cccs2)CCO3)C[C@H](C)O1	1	-0.1	-0.4	-9
COc1cc(CN2CCN(Cc3cccc(C)c3)CC2)c([N+](=O)[O-])cc1OC	0	-0.1	-0.3	73*
